Screening data (PubChem BioAssay)
JMJD2A Tudor inh: qHTS Assay for Inhibitors of JMJD2A-Tudor Domain; AlphaScreen JMJD2A-Tudor / H3K4me3 peptide binding; 4.4% of 390,000 active; Potency, µM (doses to about 114 µM), for the others: top-dose activity change, negative = inhibition, actives largely listed as inhibitors; Lysine-specific demethylase 4A (Homo sapiens), O75164; note: potency is the fitted concentration of half-maximal effect; % is set by controls: 0 for no effect and ±100 for the full control effect; nearly all actives have a fitted effect of over 50% in size
HP1b binding inh: HTS for Inhibitors of HP1-beta Chromodomain Interactions with Methylated Histone Tails; Potency, µM (highest dose often 114 µM), for the others: at the top dose activity change, negative = inhibition, hits mostly inhibitors; AID 540317, 2011; 0.56% of 390,000 active; Chromobox protein homolog 1 (Homo sapiens), P83916; AlphaScreen HP1-beta / biotin-H3K9me3 peptide binding; note: potency is the fitted concentration of half-maximal effect; nearly all actives have a fitted effect of over 70% in size; inactives centre near 23
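Compound inhibition of the preformed complex between 50 nM HP1-beta and 50 nM biotinylated H3K9me3 peptide was read by AlphaScreen. Buffer was PBS pH 7.4 with 0.01% Tween-20. Incubations ran 30 min at room temperature, with 10 ug/mL donor/acceptor beads.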
PI4K2A block: qHTS for small molecular inhibitors of PI4K2A; purified PI4K2A, ADP-Glo luminescence, 1 h; hits give low values; Phosphatidylinositol 4-kinase type 2-alpha (Homo sapiens), Q9BTU6; AID 1346378, 2018; activity change, negative = inhibition, % at 76.9 µM; 0.13% of 420,000 active; in the data active = activity change below about -50%; inconclusive = mostly about -30% to -49%;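 note: -100% = wells without enzyme as full effect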
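ADP-Glo luminescence measured ADP generated by PI4K2A enzyme (4 ug/mL before mixing) with 1.2 mM PI substrate (pre-mix) and 300 microM ATP (pre-mix). Tris pH7.5 buffer with MgCl2, Triton X-100; 1 h reaction at ambient temperature.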
Tb PGK inh: qHTS Assay to Find Inhibitors of Phosphoglycerate Kinase; PGK/GAPDH coupled, Kinase-Glo luminescence, 60 min; 0.043% of 380,000 active; Potency, µM (top dose mostly 57.5 µM), for inactives: top-dose activity change, negative = inhibition, usual class: inhibitors; Phosphoglycerate kinase, glycosomal (Trypanosoma brucei brucei), P07378; AID 602233, 2012; note: potency is the fitted concentration of half-maximal effect; % is set by controls: 0 for no effect and ±100 for the full control effect; nearly all actives have a fitted effect of over 60% in size
Target sequence (P07378 whole entry, looked up): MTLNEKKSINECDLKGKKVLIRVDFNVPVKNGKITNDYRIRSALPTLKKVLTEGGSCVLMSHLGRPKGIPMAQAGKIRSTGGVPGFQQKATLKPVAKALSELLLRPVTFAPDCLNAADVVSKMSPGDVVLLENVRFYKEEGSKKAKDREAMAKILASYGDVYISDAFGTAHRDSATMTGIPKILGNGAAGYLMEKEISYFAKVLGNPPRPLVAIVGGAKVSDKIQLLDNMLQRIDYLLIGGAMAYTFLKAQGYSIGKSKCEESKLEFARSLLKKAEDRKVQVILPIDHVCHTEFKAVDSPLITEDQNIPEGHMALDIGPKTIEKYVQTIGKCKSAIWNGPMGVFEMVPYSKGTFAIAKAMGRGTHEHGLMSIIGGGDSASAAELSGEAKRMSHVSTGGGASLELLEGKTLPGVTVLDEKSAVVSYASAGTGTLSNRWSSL
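Recombinant glycosomal PGK reaction used 1,3-bisphosphoglycerate generated in-well by GAPDH (100nM final) in 100mM TEA pH 7.6, 5mM MgCl2, 0.01% Tween-20. After 60 minutes at room temperature, ATP was read by Kinase-Glo Plus luminescence end-point.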
Pin1 inh: qHTS Assay to Find Inhibitors of Pin1. Pin1 FP peptide displacement, HiFluor488, 10 min. Potency, µM (series often up to 115 µM), for the others: at the top dose activity, negative = inhibition, actives largely listed as inhibitors. Peptidyl-prolyl cis-trans isomerase NIMA-interacting 1 (Homo sapiens), Q13526. 0.009% of 390,000 active; active = well fitted inhibition curve with a large enough effect in the polarisation, with a control signal flat, not every such curve was filed as active; inconclusive = small, poorly fitted or top-dose-only effect, or effect the other way, or a change in a side signal; inactive = no such curve, though single readings can be large or run the other way; the % refers to the polarisation; note: potency is the fitted concentration of half-maximal effect; % is set by controls: 0 for no effect and ±100 for the full control effect
BAZ2B inh: qHTS Assay for Inhibitors of BAZ2B; Potency, µM (titrated, usually from 114 µM), for inactives: at the highest dose activity change, negative = inhibition, usual class: inhibitors; 4.4% of 360,000 active; AlphaScreen BAZ2B-H3K14Ac peptide displacement; AID 504333, 2011; note: potency is the fitted concentration of half-maximal effect; % is set by controls: 0 for no effect and ±100 for the full control effect; nearly all actives have a fitted effect of over 60% in size
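BAZ2B (50 nM) with biotin-H3(5-23)K14Ac peptide (50 nM) in PBS pH 7.4, 0.01% Tween-20, preformed 30 min, then compound 30 min at room temperature; top concentration 110uM. AlphaScreen streptavidin donor/nickel chelate acceptor beads (10 ug/mL final), 20 min dark, signal read.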
ERG-DNA inh: qHTS for Small Molecule Inhibitors of the ERG Ets/DNA interaction. fluorescence polarization, His-ERG Ets domain / labelled DNA. Transcriptional regulator ERG (Homo sapiens), P11308. 0.028% of 370,000 active. Potency, µM (titrated, usually from 76.9 µM), for inactives: top-dose FP activity, negative = inhibition, usual class: inhibitors; active = well fitted inhibition curve with a large enough effect in the polarisation, with a control signal flat; inconclusive = small, poorly fitted or top-dose-only effect, or effect the other way, or a change in a side signal; inactive = no such curve, though single readings can be large or run the other way; the % refers to the polarisation;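 note: polarization taken with two DNA probes labelled with fluorescein and Texas red; potency is the fitted concentration of half-maximal effect; % of control where 0% means no effect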
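His-tagged ERG Ets domain (1 uM in the protein solution; 300mM KCl, 50mM Tris-HCl, 1mM EDTA, 1mM DTT, pH 7.5) received compound, then a probe mix of 5 nM fluorescein-DNA and 100nM Texas-615-DNA. Fluorescence polarization was read for both dyes.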
GLS inhibitor: qHTS for Inhibitors of Glutaminase (GLS). Glutaminase kidney isoform, mitochondrial (Homo sapiens), O94925. GLS enzymatic activity, qHTS titration. Potency, µM (top dose mostly 45.5 µM), for the others: at the highest dose activity change, negative = inhibition, usual class: inhibitors. 0.21% of 410,000 active; note: potency is the fitted concentration of half-maximal effect; % is set by controls: 0 for no effect and ±100 for the full control effect
Target sequence (O94925 whole entry, looked up, canonical isoform): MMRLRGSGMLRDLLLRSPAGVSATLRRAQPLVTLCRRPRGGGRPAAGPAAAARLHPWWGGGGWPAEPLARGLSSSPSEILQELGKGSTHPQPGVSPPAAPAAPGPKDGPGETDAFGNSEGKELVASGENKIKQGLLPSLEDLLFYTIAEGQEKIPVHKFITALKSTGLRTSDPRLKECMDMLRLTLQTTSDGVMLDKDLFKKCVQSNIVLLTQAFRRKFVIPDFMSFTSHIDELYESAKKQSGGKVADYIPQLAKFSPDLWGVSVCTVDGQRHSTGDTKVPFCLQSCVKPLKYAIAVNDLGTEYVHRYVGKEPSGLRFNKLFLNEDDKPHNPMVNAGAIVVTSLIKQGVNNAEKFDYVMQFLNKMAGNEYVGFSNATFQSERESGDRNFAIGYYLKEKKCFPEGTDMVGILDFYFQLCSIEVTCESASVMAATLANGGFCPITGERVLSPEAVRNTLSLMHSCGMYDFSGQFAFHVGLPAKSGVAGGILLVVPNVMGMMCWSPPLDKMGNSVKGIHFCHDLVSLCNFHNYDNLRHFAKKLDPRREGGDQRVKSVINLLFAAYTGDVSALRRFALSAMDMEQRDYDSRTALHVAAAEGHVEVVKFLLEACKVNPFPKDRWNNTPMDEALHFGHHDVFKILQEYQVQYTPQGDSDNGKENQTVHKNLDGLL
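Human kidney-isoform GLS in 45 mM KH2PO4 pH 8.2, 0.02% Tween-20, with compound, started with 1mM L-Glutamine (added stock). Glutamate oxidase/HRP/Amplex red coupled fluorescence read at start and after 30 min at RT.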
G9a inh: qHTS Assay for Inhibitors of Histone Lysine Methyltransferase G9a. 8.8% of 350,000 active. G9a H3K9 monomethylation, AlphaScreen, 2 h. Histone-lysine N-methyltransferase EHMT2 (Homo sapiens), Q96KQ7. Potency, µM (top dose mostly 102 µM), inactives show top-dose activity, negative = inhibition, hits mostly inhibitors. AID 504332, 2011; note: potency is the fitted concentration of half-maximal effect; % is set by controls: 0 for no effect and ±100 for the full control effect; nearly all actives have a fitted effect of over 75% in size
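Signal arises when biotinylated H3K9 peptide, once monomethylated, bridges streptavidin donor and antibody-captured acceptor beads. Enzyme at 20 nM was preincubated 15 min with test compounds; peptide 500 nM and SAM 20 uM then reacted for 2 h.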
The depositor's hits bear a star; i = inactive; ? = inconclusive; nt = no result given; & = joins results of further samples; [ ] = remark or other dose. Unless noted, calls come from the whole dose curve; as a rule, active = well fitted curve in the direction sought with a large enough effect; inconclusive = small, poorly fitted or top-dose-only effect, or another doubt; inactive = no such curve, though single readings can be large; an effect the other way counts as inactive or inconclusive.

Each structure is followed by: GLS inhibitor	Tb PGK inh	ERG-DNA inh	JMJD2A Tudor inh	HP1b binding inh	G9a inh	BAZ2B inh	Pin1 inh	PI4K2A block
- CCC(=O)Nc1c2c(nn1-c1ccc(F)cc1)CS(=O)(=O)C2
    -7%	i	-5%	-10%	22%	-6%	1%	0%	2
- Cc1cccc(NC(=O)CCNS(=O)(=O)c2ccc3c(c2)CCCC(=O)N3)c1C
    -1%	-5%	4%	-8%	35%	-1%[59 µM]	11%[57.1 µM]	0%	-1
- O=C1C(=O)N(CCCN2CCOCC2)C(c2ccc([N+](=O)[O-])cc2)/C1=C(\O)c1ccc2c(c1)OCCO2 (stereo unspecified)
    21%	i	3%	-21%	13%	-12%[0.0925 µM]	-28%	-10%	-1
- CCOC(=O)c1cc2n(c1/N=C/N(C)C)-c1ccccc1C2=O
    13%	nt	nt	-7%	50%	?	-2%	?	-1
- COCCNc1oc(COc2cccc(C)c2)nc1C#N
    2%	-5%	-1%	-8%	40%[activator]	?	-1%	-9%	-1
- CCN(CC)CCCNC(=O)C(C)n1c2ccccc2c2nc(=O)cc(C)n21 (stereo unspecified)
    1%	4%	-3%	-13%	34%	22%	25%	-4%	-4
- Cc1ccc(C)c(C(=O)CN2C(=O)C(=O)N(C3CCCC3)C2=O)c1
    7%	-3%	4%	-14%	10%	-8%[2.33 µM]	4%	-1%	-3
- CCOC(=O)c1cccc(C2=CC(=O)C[C@H](c3ccc(Cl)cc3)C2)c1
    0%	-6%	10%	-8%	43%[activator]	-7%[2.33 µM]	3%	4%	4
- Nc1ccc(S(=O)(=O)Nc2nccs2)cc1
    -6%&-20%	-4%	12%	-13%	46%[activator]	22%[21.5 µM]	nt	1%	-3&-1
- COc1cc2c(cc1OC)C(c1ccc(Br)cc1)NC(=O)C2 (stereo unspecified)
    -2%	5%	-5%	-5%	23%	16%[59 µM]	-36%	2%	-1
- COC(=O)c1ccccc1NC(=O)c1cc(-c2ccco2)on1
    9%	-6%	6%	-19%	7%	40µM*	-14%	?	5
- Nc1nncn1C(=O)c1c(Cl)cccc1Cl
    4%	2%	0%	-2%	44%[activator]	14%[59 µM]	0%	2%	24
- Cc1cc(F)ccc1NC(=O)C1CCN(S(=O)(=O)c2ccc3c(c2)CCCC(=O)N3)CC1
    -3%&-5%	-8%	7%&-4%	-7%&-11%	36%&9%	-3%[59 µM]	-10%&6%	-10%&-2%	1&-1
- CCOC(=O)c1ccccc1NC(=O)CSc1nnnn1C1CCCCC1
    -23%	-10%	nt	13%	54%[activator]	31%	15%	-3%	1
- CCCCNCc1cc(Br)c(OCC(=O)N2CCOCC2)c(OC)c1
    4%	i	4%	-16%	17%	34%[0.501 µM]	-8%	-8%	5
- O=C(Cn1nnc(-c2cc(Cl)ccc2-n2cnnn2)n1)N1CCCc2ccccc21
    0%	-1%	-1%	-16%	27%	-3%[12.7 µM]	2%	2%	4
- COc1ccc(NC2CCCN(C(=O)c3cccs3)C2)cc1 (stereo unspecified)
    0%	-2%	-2%	-39%	2%	50µM*	?	2%	-3
- O=C(COC(=O)c1cnccn1)c1ccc(Cl)c([N+](=O)[O-])c1
    -2%	6%	5%	-14%	9%	nt	?	0%	0
- COc1ccc(-c2nc3ccccc3o2)cc1NC(=O)c1cccc2c(Cl)cccc12
    6%	1%	-1%	-10%	21%	0%[59 µM]	-12%	-27%	0
- O=[N+]([O-])c1cc(S(=O)(=O)N2CCCC2)ccc1N/N=C/c1ccccn1
    -7%	-2%	-17%	-13%	30%	-10%[59 µM]	7%	-3%	-6
- CC(=O)c1sc(NC(=O)c2ccccc2F)nc1C
    -1%	-16%	0%	-13%	35%	?	8%	2%	-10
- COc1ccc(S(=O)(=O)N2CCOC2CNC(=O)C(=O)NCc2ccccc2OC)cc1 (stereo unspecified)
    13%	-14%	3%	-16%	-12%	nt	-23%	16%	-7
- O=C1C2=C(Nc3ccccc3SC2c2c(F)cccc2Cl)c2ccccc21 (stereo unspecified)
    6%	-8%	2%	13µM*	?	?	nt	-3%	-1
- O=C(CCCCCn1c(SCc2ccncc2)nc2ccccc2c1=O)NCc1ccco1
    13%	-15%	2%	25µM*	1%	?	50µM*	?	-10
- O=C(NNC(=S)Nc1ccc(Cl)cc1Cl)C1CC1
    17%	-3%	-2%	-5%[57.1 µM]	53%[activator]	-50%[59 µM]	3%	7%	-1
- COc1ccccc1N1CCN(C(=O)Cn2cnc3sc(C)c(S(=O)(=O)N4CCC(C)CC4)c3c2=O)CC1
    7%	-10%	0%	-3%	27%	?	0%	0%	1
- COc1ccc(S(=O)(=O)N2CCOCC2)cc1NC(=O)c1cc2ccccc2o1
    5%	0%	5%	-27%	11%	45µM*	3%	68%[activator]	1
- C/C(=N\NC(=O)C1CC1c1ccccc1)c1ccc(C)s1 (stereo unspecified)
    13%	9%	2%	-3%	20%	13%	-2%	-10%	18
- O=C(c1ccc(-c2ccccc2Cl)s1)N1CCOCC1
    -3%	-2%	4%	-3%	64%[activator]	nt	nt	3%	2
- CSc1cccc(NC(=O)Cn2cnc(S(=O)(=O)N3CCCC3)c2)c1
    -5%&-5%	-1%&-4%	5%&0%	-23%&-15%	9%&37%	-15%	-38%&-5%	6%&1%	1&2
- COc1cc(C(=O)NCCOc2cc(C)cc(C)c2)c(Br)c(OC)c1OC
    3%	-3%	12%	-17%	28%	-33%[59 µM]	9%	-1%	1
- Cc1cc(C)c(S(=O)(=O)Nc2nnc(C)s2)c(C)c1
    ?	-4%	2%	?	22%	-11%[59 µM]	-28%	-5%	-7
- Cc1ccc(S(=O)(=O)N2CCN(CC(=O)N/N=C\c3ccncc3)CC2)cc1
    -1%	-5%	-7%	-5%	20%	-7%	-5%	-2%	1
- CCOC(=O)N1CCN(C(=O)C2CCC(=O)N(CCCc3ccccc3)C2)CC1 (stereo unspecified)
    -3%	0%	-8%	5%	44%[activator]	6%	0%	4%	0
- Cc1ccc(NC2OC(CO)C(O)C2O)cc1[N+](=O)[O-] (stereo unspecified)
    8%	-2%	1%	-18%	13%	-19%[59 µM]	-4%	-21%	1
- O=C(N/N=C/c1ccc(OC(F)F)cc1OC(F)F)c1ccc(Br)cc1
    -4%	i	2%	-19%	25%	-5%[59 µM]	-34%	-4%	6
- Cc1ccc(C)c(Cn2c(=O)n(CCCC(=O)NCc3ccc4c(c3)OCO4)c(=O)c3sccc32)c1
    -6%	-2%	0%	-15%	-1%	-1%[59 µM]	-7%	24%	3
- COC(=O)[C@@]12CCCCN1[C@H](c1ccc(-c3cc(C(C)=O)cs3)c(OC)c1)[C@H]1C(=O)N(C)C(=O)[C@H]12
    3%	-6%	-1%	-19%	20%	-11%[2.33 µM]	-1%	5%	2
- CCN1CCC(NC(=O)c2cc(OC)c(OC)cc2OC)CC1
    1%	5%	-3%	-6%	22%	12%[12.7 µM]	-10%	2%	1
- Cc1ccc(OCCCC(=O)N(C)CC(=O)Nc2ccccc2Br)cc1
    -6%	i	5%	10%	27%	-26%	1%	0%	1
- C/C(=N\NC(=O)c1ccc(-n2cnnn2)cc1)c1ccc(Cl)cc1
    8%	11%	-6%	-18%	24%	20%[12.7 µM]	-22%	-3%	0
- C=CCN(c1ccc(C(=O)N2CCN(c3ccc(F)cc3)CC2)cc1)S(C)(=O)=O
    16%	-1%	4%	-7%	13%	-25%[59 µM]	6%	7%	5
- CCCS(=O)(=O)N1CCCC(C(=O)NCCCN(C)c2ccccc2)C1 (stereo unspecified)
    38%[activator]	-6%	-1%	-26%	9%	nt	-4%	1%	-9
- CCN(CC(=O)Nc1c(F)cccc1F)C(=O)/C=C/c1ccc(C)cc1
    -2%	10%	5%	-4%	13%	21%[12.7 µM]	8%	4%	-5
- Cn1c(O)c(N=NC(=O)c2cc(-c3cccs3)nc3ccccc23)c2ccccc21
    -1%	-1%	-6%	?	1%	-17%[59 µM]	-11%	-1%	-2
- CNc1ccc(S(=O)(=O)NCC(=O)NCCCc2ccccc2)cc1[N+](=O)[O-]
    2%	-11%	-2%	?	1%	40µM*	50µM*	0%	-3
- COc1ccc(/C=C/C(=O)OCC(=O)Nc2ccc(S(N)(=O)=O)cc2)cc1OC
    -1%	i	14%	-13%	14%	6%	-14%	-2%	-1
- COc1ccccc1C(C[N+](=O)[O-])c1c(N)n(C)c(=O)n(C)c1=O (stereo unspecified)
    0%	i	-16%	-14%	64%[activator]	-38%	-25%	6%	-12
- CN(c1ccccc1)S(=O)(=O)c1cccc(C(=O)NNC(=O)c2ccccc2)c1
    4%	2%	7%	-8%	34%	-8%	nt	-13%	-2
